From PubChem BioAssay
FUS yeast rescue: qHTS for Suppressors of FUS Proteinopathy: Primary screen using FUS-linked yeast assay; Potency, µM (highest dose often 76.6 µM), without a hit: at the top dose growth rescue (activation), hits mostly activators; AID 1347120, 2019; S. cerevisiae FUS-expressing, growth rescue, OD600, 24 h; 390,000 compounds, 0.24% hits;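 also: plate controls were DMSO vehicle for no effect and reference control for full effect; nearly all actives have a fitted effect of over 55% in size; some results filed as inactive show a strong effect at the top dose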
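Restored growth of FUS-toxic S. cerevisiae, read as 600 nm absorbance after 24 h at 30C in galactose medium (starting OD 0.005). Controls CP55940 and DMSO.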
Abeta yeast res: qHTS for compounds that reverse cellular toxicity of Amyloid beta (A-beta) peptide in yeast: Primary Screen. yeast expressing A-beta42, growth rescue, OD600, 48 h; response scale: 0% DMSO, 100% iron-clioquinol control. Potency, µM (top dose mostly 46.1 µM), for inactives: at the top dose growth rescue, hits mostly activators. 410,000 compounds, 0.063% hits. AID 1347071, 2019; also: nearly all actives have a fitted effect of over 55% in size
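Growth rescue measured by 600 nm absorbance after 48 h yeast culture at 30 C with compound. Values normalized between DMSO and an equimolar ferric chloride plus clioquinol control.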
aSyn rescue: qHTS of alpha-syn Inhibitors; Potency, µM (top dose mostly 46.1 µM), for inactives: at the highest dose growth rescue (activation), most hits filed as activators; 370,000 compounds, 0.14% hits; Yeast expressing alpha-synuclein, growth rescue, BacTiter-Glo, 24 h; also: % of control where 0% means no effect; nearly all actives have a fitted effect of over 65% in size
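Readout is rescue of growth in alpha-synuclein-expressing yeast, so inhibitors of toxicity appear as activators. Growth after 24 hr at 30 deg C in galactose medium is quantified by luminescence.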
Starred values were filed as active, the others as inactive; ? = inconclusive; [ ] = dose if it differs, or a comment. Calls follow the shape of the dose curve; as a rule, active = well fitted activation curve with a large enough effect; inconclusive = small, poorly fitted or top-dose-only effect; inactive = no such curve, though single readings can be large or run the other way. Potency is read from the fitted curve at half-maximal effect. Only part of the results is shown; count on the stated rates, not on these rows.

Molecule,FUS yeast rescue,Abeta yeast res,aSyn rescue
Cc1nc(-c2ccc(S(=O)(=O)Nc3cc(Cl)ccc3C)cc2)co1,19%,5%,?
Cc1ccc(N2C(=O)CS(=O)(=O)C23C(=O)Nc2ccccc23)cc1C (stereo not drawn),-2%,6%,0%
CCCN(CCC)S(=O)(=O)c1ccc(C(=O)Nc2sc3c(c2C(=O)OC)CCN(CC)C3)cc1,34%,-18%,0%
Cc1cc(C)c(NC(=O)Cn2c(=O)n(Cc3ccc4c(c3)OCO4)c(=O)c3ccc(C(=O)NC4CCCCC4)cc32)c(C)c1,-6%,2%,1%
O=C(CC(c1cccs1)N1Cc2ccccc2C1=O)Nc1ccc(F)c(Cl)c1 (stereo not drawn),-15%,-12%,-12%
COc1ccc(CNC(=O)c2cnn(-c3ccc(F)cc3)c2-n2cccc2)cc1,3%,-81%[inhibitor],-25%
CC(C)c1ccc2oc(-c3ccc(Cl)c(NC(=O)c4cccs4)c3)nc2c1,-2%,-4%,-3%
O=C(c1ccccc1)n1nc(-c2ccc(Cl)cc2)nc1NCc1ccco1,-29%,-13%,16%
COc1cc(NC(=O)Cn2c(=O)ccc3cc(S(=O)(=O)N4CCCC4)ccc32)cc(OC)c1,-4%,-6%,-8%
Cn1ccc2cc(S(=O)(=O)N3CCN(C(=O)Nc4ccc(F)cc4F)CC3)ccc21,13%,-14%,1%
CN(C)S(=O)(=O)c1ccc2c(c1)N(CC(=O)N1CCN(c3ccccc3F)CC1)CCS2,-3%,-17%,3%
O=C(CN1C(=O)COc2ccc(S(=O)(=O)N3CCCC3)cc21)N1CCN(c2ccc(F)cc2)CC1,3%,-18%,25%
Cc1c(-c2ccc(Cl)cc2)c(=O)oc2c(CN3CCCC3)c(O)ccc12,-6%,-38%[inhibitor],-2%
Cc1ccc(-c2nnc(Nc3ccc(Br)cc3)c3ccccc23)cc1S(=O)(=O)N1CCOCC1,?,-9%,11%
COc1cccc(-n2c(SCC(=O)Nc3c(C)cc(C)cc3C)nc3c([nH]c4ccccc43)c2=O)c1,22%,-12%,?
CCCCCCn1c(/C=C/c2ccccc2)nc2ccccc21,8%,14%,2%
CC(C)Cn1cc(NC(=O)NCc2cccc(Cl)c2)c2ccccc2c1=O,-6%,-14%,20%
O=C(Nc1ccc(Br)cc1)c1ccc(F)c(S(=O)(=O)NC2CCCCCC2)c1,-9%,-5%,?
CCc1ccc(NCc2cc3ccc(OC)cc3n(CC(=O)Nc3cccc(Cl)c3C)c2=O)cc1,-21%,-3%,1%
Cc1ccc(NC(=O)C2CCCN(C(=O)c3cnn(-c4ccc(F)cc4)c3-n3cccc3)C2)c(Cl)c1 (stereo not drawn),14%,-6%,1%
CCOC(=O)c1c(Nc2ccc(F)cc2)nnc(-c2ccccc2)c1-c1ccccc1,14%,3%,-8%
CCc1ccc(N2C(=O)CSC23C(=O)N(Cc2cccc(OC)c2)c2ccccc23)cc1 (stereo not drawn),0%,-20%,22%
CN1C(=O)C2(c3ccccc31)N(c1ccc(Br)cc1)C(=O)CS2(=O)=O (stereo not drawn),4%,-3%,-2%
COc1ccc(-c2nc(C)c(CCNS(=O)(=O)c3ccc(F)cc3)s2)cc1OC,35%,-23%,7%
O=C(Cn1cnc2onc(-c3ccc(F)cc3)c2c1=O)Nc1ccc(F)c(Cl)c1,-5%,-11%,1%
CCOCC(=O)Nc1ccc(-c2cn3c(C)csc3n2)cc1,-9%,-12%,-7%
CCc1ccc(CNC(=O)Cn2nc(-c3ccc(Cl)cc3)ccc2=O)cc1,?,16%,11%
Cc1ccc(CNc2cc(C)nc3nc(-c4ccc(C)cc4)nn23)cc1,6%,-9%,-1%
Cc1ccccc1CS(=O)(=O)Cc1ccc(C(=O)NCc2ccc(F)cc2)o1,-8%,11%,5%
COc1ccccc1Nc1cc(C(=O)NCCCN(C)C2CCCCC2)c2ccccc2n1,16%,-11%,4%

Random excerpt: 2 compounds from above.
Molecule,FUS yeast rescue,Abeta yeast res,aSyn rescue
O=C(c1ccccc1)n1nc(-c2ccc(Cl)cc2)nc1NCc1ccco1,-29%,-13%,16%
Cc1nc(-c2ccc(S(=O)(=O)Nc3cc(Cl)ccc3C)cc2)co1,19%,5%,?

Whole records, looked up by structure. Order of screens: FUS yeast rescue	Abeta yeast res	aSyn rescue
CCc1ccc(NCc2cc3ccc(OC)cc3n(CC(=O)Nc3cccc(Cl)c3C)c2=O)cc1 as listed: -21%	-3%	1%
Cn1ccc2cc(S(=O)(=O)N3CCN(C(=O)Nc4ccc(F)cc4F)CC3)ccc21 as listed: 13%	-14%	1%
Cc1cc(C)c(NC(=O)Cn2c(=O)n(Cc3ccc4c(c3)OCO4)c(=O)c3ccc(C(=O)NC4CCCCC4)cc32)c(C)c1 as listed: -6%	2%	1%

Next section:
Molecule,FUS yeast rescue,Abeta yeast res,aSyn rescue
O=C(c1cnn(-c2ccc(F)cc2)c1-n1cccc1)N1CCN(c2ccccc2)CC1,-10%,-13%,7%
COc1ccc(S(=O)(=O)NCCc2sc(-c3cccc(C)c3)nc2C)cc1,33%,-30%,?
CC(=O)N1CCOc2cc(S(=O)(=O)N(C)Cc3ccccc3)c(Cl)cc21,19%,-9%,1%
CCOc1ccc(S(=O)(=O)Nc2ccc3oc(C)c(C(=O)OC(C)C)c3c2)cc1,22%,9%,?
COc1ccc(-n2c(SCc3ccccc3F)nc3c([nH]c4ccccc43)c2=O)cc1,-14%,-13%,-2%
Cc1ccc(NC(=O)c2ccc(=O)n(Cc3ccccc3C)c2)c(C)c1,14%,-12%,-11%
COc1cccc(-n2c(SCC(=O)c3ccc(Cl)cc3)nc3c([nH]c4ccccc43)c2=O)c1,3%,-4%,2%
CC1=C(C(=O)Nc2ccccc2Cl)C(c2cccs2)n2ncnc2N1 (stereo not drawn),-8%,-18%,-2%
CN(C)c1ccc(CNC(=O)C2CCN(S(=O)(=O)c3ccc4[nH]c(=O)ccc4c3)CC2)cc1,7%,4%,-5%
O=C(CN1CCSc2ccccc21)N1CCN(c2ccc(F)cc2)CC1,-11%,-10%,4%
Cc1cc(C)cc(-n2c(SCC(=O)N3CCc4ccccc43)nc3c([nH]c4ccccc43)c2=O)c1,-20%,-7%,-4%
CCN(C(=O)c1cccn(Cc2ccccc2C)c1=O)c1ccccc1,8%,-3%,1%
CCOC(=O)c1noc2ncn(CC(=O)Nc3ccccc3OC)c(=O)c12,-6%,-19%,0%
CCOC(=O)C1CCCN(c2c(C(=O)c3ccc(C)cc3)cnc3ccc(OCC)cc23)C1 (stereo not drawn),12%,23%,6%
CCOc1ccc(-n2c(SCC(=O)N3CCOCC3)nc3c([nH]c4ccccc43)c2=O)cc1,-11%,-13%,-2%
COc1ccccc1C(=O)Nc1nnc2n1CCS2,-17%,-10%,-4%
O=C(Cn1c(=O)ccc2cc(S(=O)(=O)N3CCCC3)ccc21)NCc1ccc(Cl)cc1,8%,-10%,3%
Nc1c(C(=O)Nc2ccc(Br)cc2)sc2nc(-c3ccncc3)ccc12,-2%,2%,0%
CCCCOC(=O)c1c(N)n(-c2ccc(OC)cc2OC)c2nc3ccccc3nc12,-17%,-2%,0%
O=C(NCCCN1CCN(c2cccc(Cl)c2)CC1)c1cnn(-c2ccc(F)cc2)c1-n1cccc1,30%,-23%,-19%
CCOC(=O)N1CCN(c2ncc3c(n2)CC(c2ccc(OC)c(OC)c2)CC3=O)CC1 (stereo not drawn),-9%,-19%,0%
Cc1ccc(NC(=O)CCNS(=O)(=O)c2ccc3c(c2)CCCC(=O)N3)cc1,-10%,-20%,-1%
Cc1cccc(CNS(=O)(=O)c2ccc3[nH]c(=O)ccc3c2)c1,-4%,-5%,3%
CN1CCc2c(sc(NC(=O)CSc3ccc(F)cc3)c2-c2nc3ccccc3s2)C1,13%,-21%,-62%[inhibitor]
CCn1cc(/C=C(\NC(=O)c2ccc(C)cc2)C(=O)NCCCn2ccnc2)c2ccccc21,4%,-3%,-6%
CCCNC(=O)c1ccc(Cn2c(SCC(=O)NC(C)C)nc3ccccc3c2=O)cc1,-18%,-13%,-4%
COc1ccc(C(CC(=O)Nc2ccc(C)cn2)N2Cc3ccccc3C2=O)cc1OC (stereo not drawn),17%,3%,1%
CCCCN(CCCC)S(=O)(=O)c1ccc(C(=O)Nc2sc3c(c2C(N)=O)CCN(CC)C3)cc1,?,-23%,-40%[inhibitor]
COc1ccc(-c2nc3ccccc3s2)cc1NC(=O)COc1ccccc1C,-16%,-10%,-7%
COc1ccc(CCNC(=O)C(=O)Nc2ccc(C)cc2)cc1OC,-11%,-15%,?

Continued:
Molecule,FUS yeast rescue,Abeta yeast res,aSyn rescue
COc1ccccc1N(C)C(=O)Cn1c(=O)oc2cc(S(=O)(=O)N3CCCC3)ccc21,9%,-9%,-7%
COc1cc(OC)c(NC(=O)c2c(C)nn(-c3ccc(C)cc3)c2-n2cccc2)cc1Cl,-7%,-10%,7%
Cc1c(NC(=O)c2ccc(-c3cccc([N+](=O)[O-])c3)o2)cccc1-c1nc2cc(Cl)ccc2o1,-14%,-13%,-3%
COc1cccc(NC(=O)C2CC(=O)N(c3ccc(Br)cc3)C2)c1 (stereo not drawn),1%,-6%,8%
O=C(NCc1ccc2c(c1)OCO2)c1ccc2c(c1)N(Cc1c(F)cccc1Cl)C(=O)c1ccccc1S2,5%,-12%,0%
COc1ccc(OCC(=O)Nc2ccc(-c3nc4cc(C)c(C)cc4o3)cc2)cc1,-9%,2%,3%
CCOC(=O)Cn1c(=O)n(-c2ccccc2OC)c2nc(-c3cccc(F)c3)nc(C(N)=O)c21,?,13%,?
CCc1ccc(NC(=O)c2cc(S(=O)(=O)N3CCCCC3)c[nH]2)cc1,-26%,-20%,-5%
C#CC(C)(CC)NC(=O)Cn1nnc(-c2ccc(OCc3ccccc3Cl)cc2)n1 (stereo not drawn),-14%,-25%,-3%
Cc1nc(-c2ccc(S(=O)(=O)N3CCN(c4cccc(Cl)c4)CC3)cc2)co1,6%,2%,2%
COc1ccc(CCNC(=O)Cn2nnc(-c3ccc(C(F)(F)F)cc3)n2)cc1OC,-12%,-19%,-2%
Cc1c(-c2ccccc2)n(-c2ccccc2O)c2nc3c(c(=O)n(C)c(=O)n3C)n12,-15%,-11%,-8%
COc1ccc(OC)c(CCNc2ncnc3onc(-c4ccc(Cl)cc4)c23)c1,34%,-14%,1%
COc1ccc2c(c1)c(N1CCCC1=O)c(C(=O)Nc1cc(C)c(Cl)cc1OC)n2C,-9%,-8%,-4%
Cc1cc(OCCCn2c(CCNC(=O)C3CCCCC3)nc3ccccc32)ccc1Cl,14%,-14%,5%
CC(=O)c1cccc(NC(=O)Cn2c(=O)c(CNc3ccc(C)cc3)cc3cc4c(cc32)OCCO4)c1,21%,-14%,2%
Cc1cc(C)cc(NC(=O)N2CCN(c3cc(-c4noc(C)n4)ccc3C)CC2)c1,11%,6%,14%
CC(=O)Nc1ccc(NC(=O)CSc2nccn2C)cc1,-22%,-4%,-3%
CCOc1ccc(OCC)c(S(=O)(=O)N2CCN(c3cccc(C)c3C)CC2)c1,-26%,-14%,?
CC(C)CN(CC(C)C)c1nc(-c2ccc(Cl)cc2)nc2ccccc12,19%,-6%,-2%
CCOC(=O)c1c(NC(=O)COc2ccc(CC)cc2)sc2c1CCCC2,-24%,-9%,0%
COc1ccc(NCc2cc3ccc(OC)cc3n(CC(=O)Nc3ccc(C)c(C)c3)c2=O)cc1,19%,5%,25%
CCN(CC)CCNC(=O)c1cc2c(=O)n(C)c3cc(Cl)ccc3c2s1,4%,-40%,24%
COc1cccc(OCC(=O)Nc2nnc3n2CCS3)c1,-3%,-9%,-9%
CC(=O)N1CCOc2cc(S(=O)(=O)NCc3ccc(C)cc3)c(Cl)cc21,8%,-23%,-4%
Cc1ccc2cccc(NC(=O)COc3cc(C)c(Cl)c(C)c3)c2n1,-23%,-8%,1%
Cc1ccc(N2C(=O)CSC23C(=O)N(CC(=O)Nc2ccc(C(C)C)cc2)c2ccccc23)cc1C (stereo not drawn),29%,6%,0%
COc1ccc2cc(CNc3ccc(OC)c(OC)c3)c(=O)n(CC(=O)Nc3ccccc3F)c2c1,25%,-11%,6%
CCOC(=O)c1ccc(NS(=O)(=O)c2ccc3[nH]c4c(c3c2)CCCCC4)cc1,?,-6%,?
COc1ccc2oc(=O)c(C(=O)NCCc3c(C)[nH]c4ccc(Br)cc34)cc2c1,2%,-2%,-2%
Cc1[nH]c2ccc(Br)cc2c1CCNC(=O)c1cc2ccccc2oc1=O,-8%,12%,1%
COC(=O)c1nnn(-c2cccc(C)c2)c1N,2%,-8%,-4%
